APP transl inh = APP translation inhibition. 190,000 tested, 0.82% active. inhibition, % at 2 µM. SH-SY5Y APP 5'UTR-luciferase reporter, luminescence;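 active = inhibition above a set limit, derived from the sample mean plus 3 SD, cut at about 45% in these data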; also: values of inactives mirror those of a sister screen read the other way
RAM network inh = blocks the yeast RAM network; S. cerevisiae dse1pr::URA3 reporter, 5-FOA growth OD615, 2 d; analog-sensitive cbk1-as2 kinase mutant strain; inhibition, % at 50 µM; 190,000 tested, 1.8% active;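 active = inhibition above a set limit, 3 SD over mean compound inhibition, cut at about 8.4% in these data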;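 also: 0% = DMSO-only wells with no growth and 100% = 10 µM 1-NA-PP1 full growth; inhibition rescues growth on 5-FOA so higher OD means more RAM inhibition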
STAT3 inh = inhibitors of IL-6 induced STAT3 signaling; U3A cells, IL-6 STAT3-luciferase reporter, luminescence; host cell line lacks STAT1; inhibition, % at 5.5 µM; 190,000 tested, 0.89% active; AID 862;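 active = inhibition above the mean inhibition across all screened compounds plus 3 SD, cut at about 44% in these data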;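 also: 0% = DMSO only wells and 100% = 100 µM nifuroxazide control wells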
FLuc inhib CS = Photinus pyralis luciferase inhibition counter-screen. P08659. ATPLite firefly luciferase biochemical luminescence, 10 min. inhibition, % at 10 µM. 200,000 tested, 1.5% active;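 active = inhibition above about 50% when tested at 10 µM, limit read from the data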
Target sequence (P08659 whole entry, looked up): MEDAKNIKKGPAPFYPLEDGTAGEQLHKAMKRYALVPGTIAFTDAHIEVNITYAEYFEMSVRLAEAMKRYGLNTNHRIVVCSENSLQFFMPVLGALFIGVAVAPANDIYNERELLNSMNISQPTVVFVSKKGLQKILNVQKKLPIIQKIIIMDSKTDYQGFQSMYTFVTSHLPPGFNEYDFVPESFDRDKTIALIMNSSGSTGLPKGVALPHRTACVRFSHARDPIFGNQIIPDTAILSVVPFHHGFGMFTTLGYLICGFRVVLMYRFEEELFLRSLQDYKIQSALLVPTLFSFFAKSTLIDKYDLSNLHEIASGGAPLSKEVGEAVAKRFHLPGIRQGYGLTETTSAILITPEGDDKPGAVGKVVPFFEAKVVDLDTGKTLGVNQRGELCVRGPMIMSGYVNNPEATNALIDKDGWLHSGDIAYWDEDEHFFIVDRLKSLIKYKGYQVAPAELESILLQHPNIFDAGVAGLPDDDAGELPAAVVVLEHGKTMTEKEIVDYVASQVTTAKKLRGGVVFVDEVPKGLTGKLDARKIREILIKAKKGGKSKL
APP 5'UTR act = activates APP 5'UTR luciferase reporter; SH-SY5Y APP 5'UTR luciferase reporter, luminescence; zero percent = DMSO vehicle wells; activation, % at 2 µM; 190,000 tested, 1% active;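 active = activation above a set limit, based on mean plus 3 SD of controls, cut at about 140% in these data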; also: values of inactives mirror those of a sister screen read the other way
STAT3 activator = increases IL-6 driven STAT3 reporter signal; U3A cells, IL-6 STAT3-luciferase reporter, luminescence; 100% = signal with IL-6 EC80 alone; activation (% of control), % at 5.6 µM; 190,000 tested, 0.91% active;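 active = activation above the screen-wide mean of compound activation plus 3 SD, cut at about 130% in these data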;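 also: 0% = background luminescence of wells with medium and substrate only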
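system = STAT3-luciferase reporter U3A cells | reagent = IL-6 stimulus at 33 ng/mL final | timing = 1 h compound pre-exposure, 6 h IL-6 stimulation, 37 °C | measured by = luminescence | evaluation = % activation versus median of IL-6-stimulated wells | control set = IL-6-only wells as 100% reference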
Hsp70 act = Hsp70 transcriptional activation, primary screen. HeLa Hsp70 promoter luciferase reporter, luminescence; scaled: vehicle 0, proteasome-inhibitor control 100%. activation, % at 10 µM. 200,000 tested, 0.04% active;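 active = activation above the mean across all tested compounds plus 3 SD, cutoff set per campaign, cut at about 5.5% in these data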;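 also: 100% = MG132 at 30 µM as the positive control and 0% = DMSO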
STAT1 activator = activators of IFN-gamma induced STAT1 signaling; NIH 3T3 STAT1-luciferase reporter, luminescence; 100% = IFN-gamma alone, no compound; activation (% of control), % at 5.5 µM; 200,000 tested, 2.6% active; AID 932;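 active = activation above the screen-wide mean activation plus 3 SD, cut at about 130% in these data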;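 also: raw ratio to IFN-gamma control signal so 100% means no change and 0% no light; values of inactives mirror those of a sister screen read the other way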
NF-kB expr up = NF-kB expression increase, human neuronal cells | NF-kB reporter expression; active compounds read high | fold change at 12.5 µM | 190,000 tested, 1.6% active | AID 1239; in the data active = fold change above about 3.3
STAT1 inh = reduces IFN-gamma driven STAT1 reporter signal; NIH 3T3 STAT1-luciferase reporter, luminescence; inhibition, % at 5.5 µM; 200,000 tested, 0.35% active; AID 920;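 active = inhibition above a set limit, the mean inhibition across all tested compounds plus 3 SD, cut at about 34% in these data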;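 also: 0% = IFN-gamma with DMSO and 100% = IFN-gamma with 300 µM nifuroxazide; values of inactives mirror those of a sister screen read the other way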
Numbers without * were called inactive.

`CC(C)(C)NC(=O)c1ccc(NC(=O)CSc2ccccc2)cc1` gave APP transl inh 0.1, RAM network inh 21.8*, STAT3 inh 0.8, FLuc inhib CS -2.6, APP 5'UTR act -0.1, STAT3 activator 103.4, Hsp70 act 0.2, STAT1 activator 106.6, NF-kB expr up 1.09 and STAT1 inh -10.7.
For COc1cc(NC(=O)CCc2ccccc2)c(C(=O)O)cc1OC the results were APP transl inh -10.1, RAM network inh 1.7, STAT3 inh 5.3, FLuc inhib CS -4.1, APP 5'UTR act 10.1, STAT3 activator 99.2, Hsp70 act 0.0, STAT1 activator 97.2, NF-kB expr up 1.08 and STAT1 inh 4.3.
For O=C(CSc1ncnc2c1oc1ccccc12)NCc1ccc(F)cc1 the results were APP transl inh 7.2, RAM network inh 2.2, STAT3 inh 4.6, FLuc inhib CS -4.3, APP 5'UTR act -7.2, STAT3 activator 100.2, Hsp70 act -0.5, STAT1 activator 101.0, NF-kB expr up 0.96 and STAT1 inh -1.1.
Screening Cc1ccc(-c2nn(-c3cc(Cl)ccc3[N+](=O)[O-])c(=O)c3ccccc23)cc1C returned APP transl inh -2.1, RAM network inh 3.6, STAT3 inh 7.4, FLuc inhib CS -4.8, APP 5'UTR act 2.1, STAT3 activator 94.4, Hsp70 act -0.1, STAT1 activator 103.6, NF-kB expr up 1.09 and STAT1 inh -4.0.
Screening CCc1ccccc1-n1c(-c2ccncc2)n[nH]c1=S returned APP transl inh -11.5, RAM network inh 1.0, STAT3 inh 3.3, FLuc inhib CS 13.2, APP 5'UTR act 11.5, STAT3 activator 100.9, Hsp70 act 0.7, STAT1 activator 99.5, NF-kB expr up 1 and STAT1 inh 1.9.
`CCN(C(=O)COC(=O)c1ccc(Br)o1)C1CCCCC1` gave APP transl inh -4.6, RAM network inh -0.1, STAT3 inh 15.7, FLuc inhib CS -8.1, APP 5'UTR act 4.6, STAT3 activator 93.3, Hsp70 act 0.0, STAT1 activator 96.5, NF-kB expr up 1.07 and STAT1 inh 4.0.
For CCOC(=O)c1sc(NC(=O)CSc2nc3c(cc2C#N)CCC3)c(C#N)c1C the results were APP transl inh 8.0, STAT3 inh 11.0, APP 5'UTR act -8.0, STAT3 activator 93.3, Hsp70 act -0.1, STAT1 activator 97.5 and STAT1 inh 2.8.
For CN1C(N)=NC(=O)/C1=C/c1ccc(OC(F)(F)F)cc1 the results were APP transl inh -1.0, RAM network inh 0.6, STAT3 inh 21.3, FLuc inhib CS 3.1, APP 5'UTR act 1.0, STAT3 activator 87.1, Hsp70 act -0.3, STAT1 activator 109.5, NF-kB expr up 1.17 and STAT1 inh -11.8.
Screening CSc1ccccc1NC(=O)CN(C)C(C)C(=O)Nc1ccc(C#N)cc1 (configuration not stated) returned APP transl inh 21.3, RAM network inh 0.6, STAT3 inh -1.7, FLuc inhib CS -4.2, APP 5'UTR act -21.3, STAT3 activator 104.4, Hsp70 act 0.1, STAT1 activator 98.9, NF-kB expr up 1.22 and STAT1 inh 0.0.
`COc1cccc(N2CC(C(=O)Nc3nnc(SCc4cccnc4)s3)CC2=O)c1` (configuration not stated) gave APP transl inh 8.7, RAM network inh 1.3, STAT3 inh 8.3, FLuc inhib CS -0.9, APP 5'UTR act -8.7, STAT3 activator 91.9, Hsp70 act 0.2, STAT1 activator 94.0, NF-kB expr up 0.89 and STAT1 inh 6.6.
`COc1ccc(CCNc2cc(C)nc3c(-c4ccccc4)c(C)nn23)cc1OC` gave APP transl inh 1.5, RAM network inh -0.8, STAT3 inh -5.9, FLuc inhib CS -6.9, APP 5'UTR act -1.5, STAT3 activator 105.0, Hsp70 act -0.1, STAT1 activator 96.8, NF-kB expr up 1.17 and STAT1 inh 3.6.
For CCc1nnc(NC(=O)CSc2nc(-c3ccc(F)cc3)cc(-c3ccccc3)c2C#N)s1 the results were APP transl inh -10.5, RAM network inh 0.0, STAT3 inh 4.8, FLuc inhib CS -9.9, APP 5'UTR act 10.5, STAT3 activator 95.4, Hsp70 act -0.3, STAT1 activator 95.7, NF-kB expr up 1.17 and STAT1 inh 4.7.
For O=C(CCSc1nc(-c2ccc3c(c2)OCO3)cc(C(F)(F)F)n1)NCc1ccccc1 the results were APP transl inh 5.3, RAM network inh 8.2, STAT3 inh 6.4, FLuc inhib CS -1.6, APP 5'UTR act -5.3, STAT3 activator 97.8, Hsp70 act -0.5, STAT1 activator 97.1, NF-kB expr up 1.02 and STAT1 inh 7.9.
`C=CC(C)(C)c1cc2cc3ccoc3cc2oc1=O` gave APP transl inh -10.7, RAM network inh 0.0, STAT3 inh 13.7, FLuc inhib CS 2.5, APP 5'UTR act 10.7, STAT3 activator 86.2, Hsp70 act 0.1, STAT1 activator 107.9, NF-kB expr up 1.25 and STAT1 inh -8.6.
`CC(=O)Nc1ccc(S(=O)(=O)NCc2ccncc2)cc1` gave APP transl inh -7.3, RAM network inh -0.2, STAT3 inh 16.7, FLuc inhib CS 0.3, APP 5'UTR act 7.3, STAT3 activator 88.4, Hsp70 act -0.4, STAT1 activator 74.4, NF-kB expr up 1.15 and STAT1 inh 25.8.
For CC(=O)C1=C(C)NC(SCC(N)=O)=C(C#N)C1c1cccs1 (configuration not stated) the results were APP transl inh 9.3, RAM network inh -0.6, STAT3 inh 1.0, FLuc inhib CS -1.9, APP 5'UTR act -9.3, STAT3 activator 97.9, Hsp70 act -0.2, STAT1 activator 100.4, NF-kB expr up 0.94 and STAT1 inh -0.5.
`O=C(NCCc1c[nH]c2ccccc12)/C(=C\c1cccnc1)NC(=O)c1cccs1` gave APP transl inh 2.9, RAM network inh 2.5, STAT3 inh -6.2, FLuc inhib CS -2.7, APP 5'UTR act -2.9, STAT3 activator 108.9, Hsp70 act 0.0, STAT1 activator 98.0, NF-kB expr up 0.96 and STAT1 inh 2.2.
Screening Cc1cc(C)n(CCC(=O)N/N=C/c2ccc(O)cc2O)n1 returned APP transl inh 2.3, RAM network inh 0.2, STAT3 inh -5.4, FLuc inhib CS -2.1, APP 5'UTR act -2.3, STAT3 activator 100.8, Hsp70 act -0.4, STAT1 activator 97.7, NF-kB expr up 0.9 and STAT1 inh 2.5.
`CN(C)/C=C1\NC(=S)N(c2ccc(Cl)cc2)C1=O` gave APP transl inh -1.3, RAM network inh 0.8, STAT3 inh 8.1, FLuc inhib CS -2.1, APP 5'UTR act 1.3, STAT3 activator 97.3, Hsp70 act 0.0, STAT1 activator 99.0, NF-kB expr up 1.01 and STAT1 inh -0.7.
CC(C)(C)n1cnc2cc(NC(=O)c3cccs3)ccc21 was read as APP transl inh -54.2, RAM network inh 2.0, STAT3 inh 14.5, FLuc inhib CS 71.0*, APP 5'UTR act 54.2, STAT3 activator 89.5, Hsp70 act 0.1, STAT1 activator 141.7*, NF-kB expr up 4.04* and STAT1 inh -47.4.
O=C(CCn1nnc2ccccc21)N1CCN(c2ccccc2)CC1 was read as APP transl inh -20.8, RAM network inh -0.3, STAT3 inh 4.1, FLuc inhib CS -5.6, APP 5'UTR act 20.8, STAT3 activator 102.0, Hsp70 act 1.0, STAT1 activator 108.1, NF-kB expr up 1.86 and STAT1 inh -9.9.
Cc1oc(-c2cccc(Cl)c2)nc1CSc1nc2c(c(=O)[nH]1)CCC2 was read as APP transl inh -2.2, RAM network inh 3.0, STAT3 inh 8.1, FLuc inhib CS -2.2, APP 5'UTR act 2.2, STAT3 activator 92.9, Hsp70 act -0.2, STAT1 activator 104.0, NF-kB expr up 0.87 and STAT1 inh -4.3.
For CCOc1ccccc1NC(=O)C(OC(=O)c1ccc(O)cc1)c1ccccc1 (configuration not stated) the results were APP transl inh -10.8, RAM network inh 5.3, STAT3 inh -12.7, FLuc inhib CS -4.1, APP 5'UTR act 10.8, STAT3 activator 113.1, Hsp70 act -0.2, STAT1 activator 99.0, NF-kB expr up 0.74 and STAT1 inh 1.1.
Cc1c(N=Cc2ccncc2)c(=O)n(-c2ccccc2)n1C was read as APP transl inh 11.6, RAM network inh -0.4, STAT3 inh 8.1, FLuc inhib CS -2.5, APP 5'UTR act -11.6, STAT3 activator 99.5, Hsp70 act -0.4, STAT1 activator 102.8, NF-kB expr up 0.93 and STAT1 inh -3.0.
Screening NCCCC[C@@H]1NC(=O)[C@H](CCC(=O)O)NC(=O)c2cc([N+](=O)[O-])cc(I)c2SC[C@@H](C(=O)NCC(N)=O)NC1=O returned APP transl inh -3.4, RAM network inh -0.3, STAT3 inh -2.1, FLuc inhib CS -6.0, APP 5'UTR act 3.4, STAT3 activator 99.4, Hsp70 act -0.4, STAT1 activator 107.2, NF-kB expr up 1.05 and STAT1 inh -7.9.
Screening O=C(Nc1ccc(Cl)cc1)Nc1cccnc1 returned APP transl inh -11.6, RAM network inh 0.8, STAT3 inh -2.8, FLuc inhib CS 34.8, APP 5'UTR act 11.6, STAT3 activator 103.6, Hsp70 act 0.3, STAT1 activator 114.3, NF-kB expr up 1.96 and STAT1 inh -15.5.
C=CCn1c(=NC(=O)c2ccccc2[N+](=O)[O-])sc2cc(S(C)(=O)=O)ccc21 was read as APP transl inh 14.1, RAM network inh 3.9, STAT3 inh -31.8, FLuc inhib CS -8.4, APP 5'UTR act -14.1, STAT3 activator 127.0, Hsp70 act -0.5, STAT1 activator 111.0, NF-kB expr up 1.12 and STAT1 inh -12.1.
`O=C(Cn1nnc2ccccc21)Nc1ccc(Cl)cn1` gave APP transl inh -8.8, RAM network inh 3.2, STAT3 inh 4.9, FLuc inhib CS -1.9, APP 5'UTR act 8.8, STAT3 activator 99.8, Hsp70 act 0.0, STAT1 activator 103.5, NF-kB expr up 0.98 and STAT1 inh -7.2.
CCOc1ccc(NCC(=O)Nc2ccc(Cl)cc2C)cc1 was read as APP transl inh 6.5, RAM network inh 5.6, STAT3 inh 9.4, FLuc inhib CS -6.3, APP 5'UTR act -6.5, STAT3 activator 94.8, Hsp70 act 0.5, STAT1 activator 96.7, NF-kB expr up 1.06 and STAT1 inh -3.8.
Screening Cc1ccccc1CSc1nc(-c2ccccc2)cc(=O)[nH]1 returned APP transl inh -12.4, RAM network inh 4.3, STAT3 inh 0.2, FLuc inhib CS -7.7, APP 5'UTR act 12.4, STAT3 activator 99.4, Hsp70 act -0.3, STAT1 activator 102.4, NF-kB expr up 1.11 and STAT1 inh -2.6.
COc1cc(SC)ccc1C(=O)NCCOc1c(C)cc(C)cc1C was read as APP transl inh 18.7, RAM network inh 2.8, STAT3 inh -7.8, FLuc inhib CS -5.1, APP 5'UTR act -18.7, STAT3 activator 106.5, Hsp70 act -0.4, STAT1 activator 102.0, NF-kB expr up 1.08 and STAT1 inh -2.2.
COc1ccccc1N=C(C)C1=C(O)CC(c2ccccc2)CC1=O (configuration not stated) was read as APP transl inh 91.6*, RAM network inh -0.9, STAT3 inh -41.1, FLuc inhib CS -5.3, APP 5'UTR act -91.6, STAT3 activator 147.8*, Hsp70 act -0.1, STAT1 activator 101.9, NF-kB expr up 3.49* and STAT1 inh -1.9.

Compound activity: PubChem, several laboratories
